TTR transcr act = TTR transcription activators in neuroblastoma reporter cells, primary screen, cell-based, luminescence, SH-SY5Y, TTR promoter Gaussia luciferase. AID 1117267, 2014. activation, % at 16.7 µM. actives 1.3% (n = 92,000). 100% = recombinant luciferase protein wells;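 active = activation above the mean of all tested compounds plus 3 SD, cut at about 9.5% in these data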;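 also: cells exposed to compounds for one day before reading; 0% = median of all test compound wells on the plate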
Numbers without * were called inactive.

SMILES | TTR transcr act
O=C(NC1CCS(=O)(=O)C1)c1cc(-c2ccccc2)nc2ccccc12 (stereo not drawn) | -1.0
CC(C)(C)OC(=O)N1CCC[C@H]1c1nnc(SCc2ccc(Cl)cc2)o1 | 2.2
C=CC(=O)NC1CCCCN(CC)C1=O (stereo not drawn) | 4.3
O=C(c1ccccc1)N1CCN(c2ccc([N+](=O)[O-])cc2-n2cccc2)CC1 | -1.5
COc1ccc(/C=C/C(=O)OCCCN(C)C)cc1 | 0.4
O=C(Nc1nccs1)c1cccc(NC(=O)C(F)(F)F)c1 | 0.2
CCOC(=O)c1ccc(NC(=S)Nc2cc(C)cc(C)n2)cc1 | 0.6
COc1ccc(NC(=S)NCCCN2CCCC2)cc1 | 0.7
O=C(O)CN1C(=O)/C(=C/c2ccccc2Cl)Oc2ccccc21 | -0.6
Cc1[nH]c2ccccc2c1C(=O)CN1C(=O)NC(C)(c2ccc(Cl)cc2Cl)C1=O (stereo not drawn) | -1.0
COCCN(C(=O)COC(=O)/C=C/c1ccc2c(c1)OCO2)c1c(N)n(Cc2ccccc2)c(=O)[nH]c1=O | 0.8
CCc1c(C)c2c(C)nn(-c3ccccc3)c2[nH]c1=O | 0.0
CCOC(=O)[C@H]1[C@H]2COc3ccc(Br)cc3[C@@H]2N2C(=O)c3cc(F)c(F)cc3NC(=O)[C@@]12C | -1.8
COc1ccc(C)cc1NS(=O)(=O)c1ccc(NC(=O)CN(c2cc([N+](=O)[O-])ccc2C)S(C)(=O)=O)cc1 | -0.3
CC(=O)Nc1c(C)ccc(CNC(=O)COc2cc(C)ccc2C)c1C | -3.0
CC(=O)NS(=O)(=O)c1ccc(NC(=S)Nc2ccccc2)cc1 | 0.3
COc1ccccc1C(=O)N/C(=C\c1cn(S(=O)(=O)N(C)C)c2ccccc12)C(=O)N1CCN(C)CC1 | 0.5
CCOC(=O)C1CN(c2cc3c(cc2F)c(=O)c(C(=O)O)cn3CC)OC1C(=O)OCC (stereo not drawn) | -3.4
CC1CC(=O)N(CC(=O)NCc2ccc(F)cc2)c2ccccc2S1(=O)=O (stereo not drawn) | 0.2
COc1cc(/C=C2/C(=O)NN(c3cccc(C)c3)C2=O)cc([N+](=O)[O-])c1O | 1.1
CC(C)(C)c1ccc2cc(F)cc(F)c2n1 | 7.8
Cn1c(N)c(N=Cc2ccccc2)c(=O)n(C)c1=O | -0.3
CSc1nc(SC(C)C(=O)O)c2c3c(sc2n1)COC(C)(C)C3 (stereo not drawn) | 0.7
Cc1ccc(NC(=O)Cn2nnc(C(=O)NCc3ccco3)c2N)c(C)c1 | -0.8
C[C@H](CO)N1C[C@H](C)[C@@H](CN(C)C(=O)CN2CCOCC2)Oc2cc(Br)ccc2S1(=O)=O | 0.9
SMILES | TTR transcr act
O=[N+]([O-])c1cccc(N(CC(O)CN2CCCC2)S(=O)(=O)c2ccccc2)c1 (stereo not drawn) | 0.5
CC(=O)Nc1ccc(-c2csc(N/N=C(/C)c3ccccc3)n2)cc1 | 3.1
CCc1nnc(NC(=O)C(C)N2C(=O)C3C4C=CC(C4)C3C2=O)s1 (stereo not drawn) | -1.3
COc1ccc(CC(=O)n2[nH]c(=O)cc(C)c2=O)cc1OC | -0.4
CCOC(=O)CSc1n[nH]c(NC(=O)CC)n1 | 0.6
CN=C1NC(=O)/C(=C\c2cc(C)n(-c3ccccc3F)c2C)S1 | 3.3
CCC(Oc1ccccc1)C(=O)N(C)CC(=O)N(CC(C)C)c1c(N)n(CC(C)C)c(=O)[nH]c1=O (stereo not drawn) | -1.2
O=C1CCN(c2ncccc2[N+](=O)[O-])CC1 | 12*
CC(NCc1ccc(S(N)(=O)=O)cc1)C(=O)Nc1cccc(Cl)c1 (stereo not drawn) | -1.8
Cc1ccc(C(=O)Nc2ccc(C(=O)N/N=C/c3ccccn3)cc2)cc1 | -3.0
C/C(=N\NC(=O)Cc1cccn1C)c1ccc([N+](=O)[O-])cc1 | 0.7
N#Cc1ccc(Cn2ccnc2C(=O)Nc2ccccc2)cc1 | 0.7
CC(C)OC(=O)c1cc(C(=O)c2cc(Cl)ccc2O)coc1=N | 0.1
COC(=O)CC1C(=O)NCCN1C(=S)NC(=O)CCc1ccccc1 (stereo not drawn) | 2.3
CCc1ccc(C2=NN(CCC(=O)NC(C)CCc3ccccc3)C(=O)CC2)cc1 (stereo not drawn) | 0.1
COc1ccccc1N1CCN(Cc2ccc(O)c3ncccc23)CC1 | -2.9
O=C(Nc1ccc(C(O)(C(F)(F)F)C(F)(F)F)cc1)c1ccc(Cl)cc1 | -1.8
CCOC(=O)C1=C(C)NC(=O)NC1c1c(OC)ccc2ccccc12 (stereo not drawn) | -2.1
Cc1ccc(S(=O)(=O)NNC2=NS(=O)(=O)c3ccccc32)c(C)c1 | 3.8
CC1=C(C(=O)N(C(C)C)C(C)C)CC(CC(=O)NCCc2ccccn2)C(=O)N1Cc1ccc(C(C)(C)C)cc1 (stereo not drawn) | -1.7
CN(C)c1ccc(N/C(N)=N/c2nc(C(F)(F)F)cc(C(F)(F)F)n2)cc1 | 3.7
Cc1noc(C)c1CSc1nc2sc3c(c2c(=O)n1C)CCCC3 | 0.7
COc1ccc(N2CCN(C(=O)C(=O)c3cn(CC(=O)N4CCOCC4)c4ccccc34)CC2)cc1 | -0.5
CCOCC(=O)Nc1ccc(S(=O)(=O)NCCc2ccccc2)cc1 | -2.4
O=C(CCCc1nc2ccccc2s1)NCc1ccccc1F | -2.2
SMILES | TTR transcr act
O=C(c1ccc(F)cc1)N1CCN2C(=O)c3ccccc3C12c1ccccc1 (stereo not drawn) | 1.5
Brc1ccc(-c2csc(N3CCNCC3)n2)cc1 | 1.1
O=C(c1coc2ccc(O)c(CN3CCOCC3)c12)C1CC1 | -0.2
CCN(CC)S(=O)(=O)c1ccc(N2CCOCC2)c(NC(=O)c2ccco2)c1 | -0.4
CNC(=O)c1cc2cc(Cl)cc(OC)c2oc1=O | 4.2
O=C(NNC(=O)OCc1ccccc1)OCc1ccccc1 | 1.9
O=c1c(/C=N/O)c(Nc2ccccc2)nc2ccccn12 | 1.2
O=C(NCc1ccc(F)cc1)c1cnc2n(c1=O)CCS2 | 3.7
CCCCCC(=C/c1ccccc1)/C=N/Nc1ccc(S(=O)(=O)N2CCOCC2)cc1[N+](=O)[O-] | 1.5
COc1ccccc1/C=C/c1nc(S(=O)(=O)c2ccccc2)c(N(C)C)o1 | 3.7
COC(=O)c1ccccc1OC(=O)c1cc[n+]([O-])cc1 | 5.9
CCOC(=O)C1C(=O)CC(C)(O)C(C(=O)OCC)C1c1ccc(OC)cc1 (stereo not drawn) | -1.4
Nc1c(C(=O)N2CCOCC2)sc2nc3c(cc12)CCCC3 | 1.6
C/C(=N\NC(=O)C1COc2ccccc2O1)c1cc2ccccc2o1 (stereo not drawn) | 1.7
CCn1c2ccccc2c2nnc(SCC(=O)Nc3ncccn3)nc21 | 4.3
COc1ccc(/C=N/NC(=O)CN(Cc2ccccc2)S(=O)(=O)c2ccc3c(c2)OCCO3)cc1 | -2.1
COc1cccc(NC(=O)CN(C)S(=O)(=O)c2ccc3c(c2)NC(=O)CS3)c1 | 1.6
O=C1NC(c2ccccc2)=C(c2ccc3ccccc3n2)C(c2ccc(F)cc2)N1 (stereo not drawn) | -2.1
Cc1ccc(-n2ncc3c(=O)[nH]c(SCC(=O)N4CCCc5ccccc54)nc32)cc1 | 0.4
CCS(=O)(=O)N1CCC(C(=O)NCc2cc(OC)ccc2OC)CC1 | 2.4
N#CC1=C(N)Oc2n[nH]c(-c3cccnc3)c2C1c1ccc([N+](=O)[O-])o1 (stereo not drawn) | -5.4
O=C1/C(=C/c2cccc([N+](=O)[O-])c2)CCc2ccccc21 | -3.0
O=C(CCC(=O)c1cccs1)OCC(=O)N1CCN(C(=O)c2ccco2)CC1 | 0.5
Cc1ccc2cc(NC(=O)c3cccc(F)c3)ccc2n1 | -2.2
COC(=O)C1CCN(C(=O)Cc2c(OC)ccc3cc(Br)ccc23)CC1 | 3.2
SMILES | TTR transcr act
CCC(CC)C(=O)Nc1cccc(-c2ccc3nncn3n2)c1 | 0.0
CCCCOc1ccc(OCCCC)c2c1NC1(N2)C(=O)N(C(C)=O)c2ccccc21 | -0.8
Cc1ccc(NC(=O)CCC(=O)NNC(=O)C(C)(C)C)c(C)c1 | -0.4
O=C(Cc1ccccc1)NCc1ccccn1 | 0.9
CCOC(=O)Cn1c(=O)oc2cc(S(=O)(=O)N3CCn4c3nc3ccccc34)ccc21 | 0.6
COc1ccccc1NS(=O)(=O)c1ccc(Br)s1 | -0.2
COc1ccccc1-n1cnc2cc(C(=O)N3CCOCC3)ccc21 | 0.2
CCN1C(=O)/C(=C/C=C2\N(CC)c3cc(S(=O)(=O)N(C)C)ccc3N2c2ccccc2)SC1=S | 0.6
CC(=O)Nc1ccc(/C=N/NC(=O)CNS(=O)(=O)c2ccccc2)cc1 | 1.2
O=C(CCC(=O)c1cccs1)c1cccs1 | -2.3
CC(C)NC(=O)Nc1ccc2c(c1)C(=O)N([C@@H](C)CO)C[C@H](C)[C@H](CN(C)S(=O)(=O)c1ccccc1)OCCCC[C@H](C)O2 | 0.4
O=C(CSc1nnc(-c2ccc(C(F)(F)F)cn2)o1)Nc1cccc(Cl)c1 | -1.6
CCOC(=O)c1cc(-c2ccc(N3CCOCC3)cc2)nn1-c1ccccc1C(=O)O | -0.3
CCOC(=O)[C@@]12CCC3=C1N(CCC3)C(=O)[C@H](CC(=O)NCC1CCCCC1)C2 | 2.3
CC1(c2nnc(-c3ccc(F)cc3)o2)CC(c2cccc(Cl)c2)=NO1 (stereo not drawn) | 0.3
Cc1cc(-c2nc3ncccc3o2)ccc1NC(=S)NC(=O)c1ccco1 | -1.3
COc1ccc(OC)c2[nH]c(=O)c(CCNC(=O)C(C)(C)C)cc12 | -1.5
Cc1ccc(/C=N/N2CCN(Cc3ccc(C)cc3)CC2)cc1 | 4.5
COc1cc(/C=N/n2cnc3scc(-c4cccs4)c3c2=O)cc(OC)c1OC | 1.1
Cc1ccccc1-c1cc(C(=O)NCc2ccco2)n(CC2CC(c3cccnc3)=NO2)n1 (stereo not drawn) | 3.1
CC1=C(C(=O)N2CCOCC2)C(c2ccc(C)cc2)NC(=S)N1 (stereo not drawn) | 1.8
COC(=O)C1CCN(C(=O)c2ccc3nc(-c4cccc(OC)c4)oc3c2)CC1 | -0.9
CCCC1(C)C(C#N)C(=O)NC(=O)C1C#N (stereo not drawn) | 2.5
CC(C)OC(=O)c1c(N)sc2c1CCCC2 | -2.2
Cc1nc2nc(-c3ccccc3)nn2c(C)c1C | -0.9
SMILES | TTR transcr act
Cc1ccc2occ(CN3CCN(c4ccccc4)CC3)c(=O)c2c1 | 0.1
CSCCC(NC(=O)c1ccco1)C(=O)NCCc1ccc(F)cc1 (stereo not drawn) | -0.7
COc1ccc(S(=O)(=O)N2CCCC(C(=O)NCC3CCCO3)C2)cc1Cl (stereo not drawn) | -1.3
O=C1C=CC(=O)N1c1ccc(O)cc1 | 0.7
COc1ccc(OC)c(C2CC(=O)NC(SC)=C2C#N)c1 (stereo not drawn) | -0.5
CSc1sc(C(=O)NNC(C)=O)c2c1C1(CCC2)SCCS1 | 1.7
Cc1ccc(C)c(NC(=S)N/N=C2/CCCCc3ccccc32)c1 | 1.1
Cc1c(Br)c([N+](=O)[O-])nn1C(C)C(=O)Nc1ccc2c(c1)OCO2 (stereo not drawn) | 2.2
CCCCC(=O)Nc1ccc2c(c1)oc1ccccc12 | -1.7
CCCNC(=O)C(Cc1cccc(Cl)c1)NC(=O)c1ccccc1 (stereo not drawn) | 1.6
Cc1cccc(C)c1OCc1nnc(SCC(=O)Nc2ccc(N3CCOCC3)cc2)o1 | 2.4
N#CC1=CN(Cc2ccccc2)C=C(/C=N/Nc2ccccc2)C1 | -1.0
CCCCN(C(=O)C1CC(=O)N(Cc2ccc(C)cc2)C1)c1c(N)n(CC(C)C)c(=O)[nH]c1=O (stereo not drawn) | -2.4
C=CCn1c(CCC(O)CCCCC)n[nH]c1=S (stereo not drawn) | 1.6
O=C(CCC(=O)N1CCc2ccccc2C1)N1CCN(S(=O)(=O)c2ccccc2)CC1 | 2.9
O=C1OC(c2ccccc2)Cc2cc(C(=O)N3CCN(c4ccc(F)cc4)CC3)ccc21 (stereo not drawn) | 0.1
CCN(Cc1ccncc1)C(=O)c1cc(COc2ccc(F)cc2F)on1 | 0.1
Cc1cc(N)n2nc(C)c(-c3ccccc3)c2n1 | 1.8

From PubChem

An excerpt (hit frequency here may not be typical).
